# Bioassay records deposited in PubChem by National Center for Advancing Translational Sciences (NCATS).
# PI5P4Ka inh: blocks human PI5P4K alpha kinase activity; max response, %; PI5P4Kalpha enzyme, ADP-Glo luminescence, 60 min; active compounds read low; P48426; hit rate 1.2% among 330,000; active means max response of -50% or lower; inconclusive means between -30% and -50%; inactive means -30% or higher; further: value at the top dose of about 77 µM; on the % scale 0 is the no-effect control and ±100 the full control effect
# Target sequence (P48426 whole entry, looked up): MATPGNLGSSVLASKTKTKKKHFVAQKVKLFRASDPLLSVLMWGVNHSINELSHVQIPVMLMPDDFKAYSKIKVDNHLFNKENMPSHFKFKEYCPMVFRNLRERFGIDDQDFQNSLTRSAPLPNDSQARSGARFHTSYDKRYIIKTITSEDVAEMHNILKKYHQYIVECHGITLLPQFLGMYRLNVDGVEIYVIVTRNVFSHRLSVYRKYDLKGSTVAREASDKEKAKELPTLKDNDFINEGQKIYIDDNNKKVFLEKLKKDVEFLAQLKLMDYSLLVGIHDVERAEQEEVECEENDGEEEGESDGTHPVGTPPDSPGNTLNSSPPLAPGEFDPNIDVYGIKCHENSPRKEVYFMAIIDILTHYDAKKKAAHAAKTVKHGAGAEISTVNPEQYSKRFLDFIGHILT
#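 ADP-Glo luminescence end-point read after a 60 min room-temperature kinase reaction of PI5P4Kalpha plus substrate, initiated with ATP at 5 microM final. Buffer: 0.038 M HEPES pH 7.4, EGTA, 0.1% CHAPS, 5% DMSO.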
# FUS yeast rescue: suppressors of FUS proteinopathy in yeast; S. cerevisiae FUS-expressing, growth rescue, OD600, 24 h; Potency, µM (titrated, usually from 76.6 µM), for the others: at the highest dose growth rescue (activation), actives largely listed as activators; hit rate 0.24% among 390,000; AID 1347120;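 further: potency means the concentration at half of the fitted maximal effect; plate controls were DMSO vehicle for no effect and reference control for full effect; nearly all actives have a fitted effect of over 55% in size; some results filed as inactive show a strong effect at the top dose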
#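 Restored growth of FUS-toxic S. cerevisiae, read as 600 nm absorbance after 24 h at 30C in galactose medium (starting OD 0.005). Controls CP55940 and DMSO.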
# EPAC1 antag: EPAC1 (human) antagonism. O95398. EPAC1 GEF assay, Rap1b-BODIPY-GDP exchange fluorescence. Potency, µM (highest dose often 115 µM), for inactives: at the highest dose activity change, negative = inhibition, most hits filed as inhibitors. hit rate 0.14% among 360,000;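 further: potency means the concentration at half of the fitted maximal effect; plate controls were vehicle for no effect and positive control for full effect; nearly all actives have a fitted effect of over 50% in size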
# EPAC1 agonist: activates human EPAC1 exchange factor; O95398; EPAC1 agonist qHTS, biochemical assay; response scale: 100% = response to 6.5 mM cAMP; Potency, µM (top dose mostly 154 µM), inactives show top-dose activation, hits mostly activators; hit rate 0.073% among 360,000; further: potency means the concentration at half of the fitted maximal effect; nearly all actives have a fitted effect of over 60% in size
#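 Multi-concentration qHTS readout: loss of Rap1B-bound BODIPY-GDP fluorescence driven by 100 nM EPAC1 with excess GDP (50 uM), monitored kinetically at room temperature; agonist response expressed relative to 6.5 mM cAMP.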
# WRN helicase inh: blocks human WRN helicase | WRN helicase unwinding, fluorescent forked duplex, kinetic | Potency, µM (highest dose often 114 µM), inactives show at the top dose activity change, negative = inhibition, usual class: inhibitors | hit rate 0.46% among 360,000 | AID 651768; further: potency means the concentration at half of the fitted maximal effect; on the % scale 0 is the no-effect control and ±100 the full control effect; nearly all actives have a fitted effect of over 55% in size
#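 WRN at 20 nM final preincubated with compound 15 min at room temperature; reaction started with 100 nM fluorophore/quencher forked duplex oligonucleotide and 2 mM ATP final. Unwinding followed kinetically by red fluorescence (ex 525, em 598 nm).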
# Abeta yeast res: A-beta toxicity reversal in yeast. hit rate 0.063% among 410,000. AID 1347071. Potency, µM (top dose mostly 46.1 µM), without a hit: at the top dose growth rescue, hits mostly activators. yeast expressing A-beta42, growth rescue, OD600, 48 h; response scale: 0% DMSO, 100% iron-clioquinol control; further: potency means the concentration at half of the fitted maximal effect; nearly all actives have a fitted effect of over 55% in size
#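 Growth rescue measured by 600 nm absorbance after 48 h yeast culture at 30 C with compound. Values normalized between DMSO and an equimolar ferric chloride plus clioquinol control.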
# IL2 activator: IL-2 activation; hit rate 0.065% among 360,000; activation, % (series mostly up to about 46 µM); IL-2 activation reporter assay, cell-based qHTS; stimulated with anti-CD3/CD4/CD28 beads; in transgenic mouse T cells; in the data active means activation above about 50%; inconclusive means mostly about 30% to 49%; further: 0% is about no effect
#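 Readout is EGFP and DsRed signal by fluorescent plate cytometry after 18 h at 37 degrees C. Transgenic mouse T cells (750/well) received compound for 60 min before bead stimulation (anti-CD3, anti-CD4, anti-CD28); memory T cells served as non-tolerant control.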
# PLK1 PBD block: inhibitors of human PLK1 polo-box domain binding; Plk1 PBD binding of FITC phosphopeptide, fluorescence polarization; Potency, µM, for the others: max response, negative = inhibition, usual class: inhibitors; hit rate 2.8% among 360,000; P53350; further: potency means the concentration at half of the fitted maximal effect; series mostly up to about 57 µM; on the % scale 0 is the no-effect control and ±100 the full control effect; nearly all actives have a fitted effect of over 65% in size
# Target sequence (P53350 whole entry, looked up, the tested form may be a part): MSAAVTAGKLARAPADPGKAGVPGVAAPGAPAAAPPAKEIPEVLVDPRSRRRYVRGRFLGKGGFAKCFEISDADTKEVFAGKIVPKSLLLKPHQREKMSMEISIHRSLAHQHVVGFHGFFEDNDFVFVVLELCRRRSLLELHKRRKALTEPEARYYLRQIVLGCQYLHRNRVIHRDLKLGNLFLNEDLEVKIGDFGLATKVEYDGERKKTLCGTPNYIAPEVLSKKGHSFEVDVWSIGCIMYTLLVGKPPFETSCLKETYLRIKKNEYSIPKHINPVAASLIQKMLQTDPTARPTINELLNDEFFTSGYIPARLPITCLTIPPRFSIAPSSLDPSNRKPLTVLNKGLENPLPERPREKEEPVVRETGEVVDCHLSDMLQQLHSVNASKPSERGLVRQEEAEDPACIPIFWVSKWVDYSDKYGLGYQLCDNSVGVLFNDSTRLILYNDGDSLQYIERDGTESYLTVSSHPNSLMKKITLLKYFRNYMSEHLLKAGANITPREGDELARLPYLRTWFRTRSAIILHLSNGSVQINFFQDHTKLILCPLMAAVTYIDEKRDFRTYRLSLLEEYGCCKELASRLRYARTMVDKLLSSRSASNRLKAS
# Numbers without * were called inactive; ? = inconclusive; / = no result given; & = joins results of further samples; [ ] = remark or other dose. Unless noted, the call rests on the fitted dose curve; in most records, active means well fitted curve in the direction sought with a large enough effect; inconclusive means small, poorly fitted or top-dose-only effect, or another doubt; inactive means no such curve, though single readings can be large; an effect the other way counts as inactive or inconclusive.
SMILES,PI5P4Ka inh,FUS yeast rescue,EPAC1 antag,EPAC1 agonist,WRN helicase inh,Abeta yeast res,IL2 activator,PLK1 PBD block
O=C(N/N=C/C=C/c1ccccc1)c1cc(C2CC2)[nH]n1,-5.9,-21.2%,-5.5%,-7.0%,-4.9%,-25.0%,0.4,3.1%
COc1cc(/C=C/C(=O)Nc2ccc(N3CCCCC3)c(S(=O)(=O)Nc3ccccc3Cl)c2)cc(OC)c1OC,-3.1,/,-1.5%,1.0%,-4.3%,4.0%,-2.3,0.3%
CCCn1cc(S(=O)(=O)c2ccc(C)cc2)c(=O)c2cc(OC)c(OC)cc21,1.8,-0.4%&13.8%,-3.8%,5.0%,-4.5%,8.7%&-6.9%,0.9,4.6%
CN(c1cccc(Cl)c1)S(=O)(=O)c1cccc(C(=O)Nc2ccc3c(c2)CCC3)c1,0.2,/,-0.1%,-11.9%,0.1%,-17.7%,-0.2,-5.3%
CCOc1ccccc1N1CCN(Cc2cc3c(cc2[N+](=O)[O-])OCO3)CC1,-7.4,9.0%,-28.1%,-19.1%,6.3%,?,-3.9,-11.6%
O=C(O)c1cc([N+](=O)[O-])ccc1NCc1cccnc1,-0.5,-3.9%,-7.1%,9.7%,-21.1%,11.2%,1.3,-12.4%
COc1ccc(OC)c2sc(NC(=O)c3ccc(S(=O)(=O)N(C)C)cc3)nc12,-10.8,-10.5%,-9.4%,-1.2%,-2.6%,18.4%,-1.3,-0.8%
O=C(C[C@@H]1C=C[C@H](NS(=O)(=O)c2ccccc2F)[C@@H](CO)O1)NCCCN1CCOCC1,0.2,6.2%,-14.5%,-5.6%,-0.9%,-0.8%,0.8,1.7%
O=C(CSc1nc2ccccc2n1Cc1ccccc1)N/N=C/c1ccccc1C(=O)O,-15.0,16.4%,-11.8%,7.4%,-5.0%,-7.4%,2.6,-11.6%
Cc1cccc(OCC(O)CN2C(C)(C)CC(O)CC2(C)C)c1 (stereo not given),-2.7,1.1%,1.2%,-1.2%,10.5%,-5.1%,-0.6,9.47µM*
CCCCN1C(=O)C(CC(=O)NCCN2CCOCC2)CC(C(=O)N2CCOCC2)=C1C (stereo not given),-5.8,-12.9%,16.0%,-3.5%,2.4%,-2.3%,-0.6,-1.2%
Cc1noc(C)c1S(=O)(=O)N1CCC(C(=O)NC2CCCc3ccccc32)CC1 (stereo not given),1.3,34.6%,-4.8%,-8.0%,8.0%,16.7%,-2.7,-3.5%
Cc1ccc(C(c2nnnn2CS(=O)(=O)c2ccc(C)cc2)N2CCCC2)cc1 (stereo not given),-0.5,-2.8%,-16.0%,13.5%,-2.3%,15.9%,-0.1,-6.5%
Cc1ccc(N2C(SCC(=O)O)=NC(=Nc3cccc(C)c3)C23CCCC3)cc1,5.4,18.9%,-9.2%,5.8%,-6.5%,-0.6%,-0.3,-1.5%
CC(Sc1nc(-c2ccccc2)cc(C(F)(F)F)n1)C(=O)N1CCCC1 (stereo not given),-6.3,-1.1%,-1.1%,-0.8%,5.7%,-4.0%,-2.3,-3.3%
CCn1c(SCc2ccc(C(=O)Nc3nccs3)cc2)nnc1-c1ccc(N)cc1,0.5,?,6.6%,-5.3%,1.5%,3.4%,-0.6,-11.6%
CCOC(=O)c1c(NC(=O)C(F)(OC)C(F)(F)F)sc(C(=O)N2CCCCC2)c1C (stereo not given),7.0,20.8%,-6.4%,2.8%,-5.9%,-0.3%,-0.3,?
O=C(COc1cccc2cccnc12)N1CCc2ccccc2C1,0.9,8.7%,8.7%,0.8%,0.8%,6.0%,-0.5,-5.1%
COc1ccc(C(=O)N(C)C2CCCc3ccccc32)cc1OC1CCN(C(C)C)CC1 (stereo not given),-1.4,9.0%,3.8%,-6.3%,-8.1%,6.3%,-0.7,0.4%
COc1ccc2c(c1)CCC/C2=N\OC(=O)c1ccccc1F,-4.5,-18.0%,-10.2%,14.6%,-8.4%,-25.3%,-2.5,-14.3%
Cc1cc(C)cc(N2C(=O)C3CC=CCC3C2=O)c1 (stereo not given),1.0,8.8%,-4.6%,-4.8%,2.1%,9.8%,0.6,-1.0%
O=C(CSc1nnc(-c2ccco2)o1)NCC(=O)c1ccccc1,/,-13.7%,3.6%,-1.2%,1.5%,-0.5%,-1.9,-4.8%
Cc1cc(Cl)cc(Br)c1OCCCNCC(C)O (stereo not given),3.7,-5.7%,18.6%,6.6%,17.1%,-1.8%,1.3,-2.9%
OC[C@H]1O[C@H](c2nc(-c3nc(-c4cccc(-n5cccc5)c4)no3)cs2)C[C@@H]1O,9.5,20.0%,6.7%,2.1%,4.2%,2.6%,0.7,-9.7%
O=C(NCc1ccco1)C1CCCN1C(=O)Nc1cccc(Cl)c1 (stereo not given),-11.8,-44.1%,15.9%,-3.7%,-3.5%,4.6%,0.1,2.7%

# Fetched by compound from the entries so far, five records:
SMILES,PI5P4Ka inh,FUS yeast rescue,EPAC1 antag,EPAC1 agonist,WRN helicase inh,Abeta yeast res,IL2 activator,PLK1 PBD block
CCCCN1C(=O)C(CC(=O)NCCN2CCOCC2)CC(C(=O)N2CCOCC2)=C1C (stereo not given),-5.8,-12.9%,16.0%,-3.5%,2.4%,-2.3%,-0.6,-1.2%
CCCn1cc(S(=O)(=O)c2ccc(C)cc2)c(=O)c2cc(OC)c(OC)cc21,1.8,-0.4%&13.8%,-3.8%,5.0%,-4.5%,8.7%&-6.9%,0.9,4.6%
O=C(O)c1cc([N+](=O)[O-])ccc1NCc1cccnc1,-0.5,-3.9%,-7.1%,9.7%,-21.1%,11.2%,1.3,-12.4%
O=C(COc1cccc2cccnc12)N1CCc2ccccc2C1,0.9,8.7%,8.7%,0.8%,0.8%,6.0%,-0.5,-5.1%
COc1ccc(OC)c2sc(NC(=O)c3ccc(S(=O)(=O)N(C)C)cc3)nc12,-10.8,-10.5%,-9.4%,-1.2%,-2.6%,18.4%,-1.3,-0.8%

# (listing goes on)
SMILES,PI5P4Ka inh,FUS yeast rescue,EPAC1 antag,EPAC1 agonist,WRN helicase inh,Abeta yeast res,IL2 activator,PLK1 PBD block
Cc1ccc(NC(=O)CN(C)C(=O)COC(=O)c2ccc(NC(=O)CC#N)cc2)cc1,-12.2,/,-7.0%,6.2%,-18.0%,5.8%,-2.5,3.8%
CN1C(=O)/C(=C/c2cccc(Cl)c2)Sc2ccc(C(=O)NCc3cccnc3)cc21,-0.9,?,5.6%,17.8%,-6.9%,-57.9%[inhibitor],-0.5,-3.0%
O=C1[C@H]2[C@@H](c3ccc(F)cc3)N3C(=O)N(c4ccc(C(F)(F)F)cc4)C(=O)[C@@]3(Cc3ccccc3)[C@H]2C(=O)N1C1CCCCC1,-0.2,8.5%,-13.6%,-18.6%,2.1%,-4.1%,-0.1,1.4%
COc1ccc(N=C2CCS(=O)(=O)c3sccc32)cc1,-1.0,-24.6%,-13.5%,10.5%,-0.5%,-22.7%,-5.8,-21.4%
CC(C)CCc1noc(CN2CCC(CCN3CCCC3=O)CC2)n1,1.2,2.9%,-7.8%,-1.1%,6.3%,-0.5%,3.0,-0.1%
CCOC(=O)c1c(NC(=O)CSc2nnc(-c3cccnc3)o2)sc2c1CCC2,-0.6,13.3%,0.0%,0.0%,1.1%,-7.1%,1.7,-13.8%
COc1ccc(/C=C/c2ccc3ccccc3[n+]2C)cc1OC,-1.6,-16.4%,1.3%,11.3%,-19.5%,-16.8%,27.6,-2.4%
Cc1cc(C)c(C#N)c(N)n1,-1.5,-33.5%,-30.1%,3.2%,3.2%,7.7%,-0.7,-20.0%
Cc1ccc(S(=O)(=O)NCC2CCC(C(=O)N3CCOCC3)CC2)cc1 (stereo not given),0.5,-21.4%,-25.2%,6.2%,0.7%,0.1%,-1.2,-2.1%
CCc1ccc(OCc2nnc(SCCN3CCOCC3)n2CC)cc1,/,-13.1%,1.5%,0.0%,7.5%,-9.8%,0.7,0.7%
CCCc1cc(=O)oc2cc(C)cc(OC(C)C(=O)NCCN3CCOCC3)c12 (stereo not given),-3.8,16.0%,-4.3%,-18.4%,3.4%,-10.1%,-2.3,-2.8%
O=C(O)c1ccc2c(c1)C(=O)N(c1ncccn1)C2=O,-1.5,-7.3%,4.9%,11.5%,-22.8%,5.3%,-0.4,-7.1%
COC(=O)[C@H](C)NC(=O)Nc1cccc(C)c1,-6.7,-28.0%,0.0%,3.1%,-3.9%,18.5%,0.8,-3.6%
O=C(NCCc1ccccc1)c1ccc(CS(=O)(=O)c2ccc(Cl)cc2)o1,-1.4,0.5%&-6.6%,-9.4%,1.2%,-7.7%,-13.2%,-0.6,5.5%
COc1ccc(Nc2nc(-c3c[nH]c4ccccc34)cs2)cc1,-4.3,/,-6.7%,3.7%,1.5%,-3.0%,-4.7,-3.5%
Cc1cccc(NC(=O)c2cn(-c3ccccc3)nc2-c2ccccc2)c1,-0.2,/,-27.5%,15.3%,-30.8%,1.8%,-3.3,-2.9%
COc1ccc(NC2CCCN(C(=O)c3cccc(C(F)(F)F)c3)C2)cc1OC (stereo not given),0.0,20.9%,-2.8%,-0.2%,0.5%,/,-0.2,-3.4%
c1ccc(CN=C2NN=C(c3ccccc3)CS2)cc1,-8.5,8.7%,-3.4%,6.3%,-11.2%,27.3%,-0.6,-29.3%
CC1SCC(=O)N(CC(=O)NCCc2ccccc2)C1=O (stereo not given),1.9,23.9%,-16.2%,0.2%,-2.3%,-4.7%,-3.2,-10.4%
O=Cc1cn(-c2ccccc2)nc1-c1ccc(F)cc1,-0.1,-6.3%,-13.8%,-1.1%,4.8%,-9.7%,-1.2,-0.3%
CCOc1ccc(CN2CCN(Cc3ccsc3)C(CCO)C2)cc1CO (stereo not given),4.2,23.2%,-0.2%,4.1%,-5.6%,2.3%,-0.7,2.1%
CCOC(=O)CCC(=O)O[C@H]1[C@H](O[C@@H]2[C@@H](C)[C@H](O[C@H]3C[C@@](C)(OC)[C@@H](O)[C@H](C)O3)[C@@H](C)C(=O)O[C@H](CC)[C@@](C)(O)[C@H](O)[C@@H](C)C(=O)[C@H](C)C[C@@]2(C)O)O[C@H](C)C[C@@H]1N(C)C,-0.1,13.9%,-3.5%,-17.5%,-6.8%,-17.4%,0.5,-10.1%
CCOc1ccccc1C(=O)Nc1nn[nH]n1,-3.2,12.5%,?,3.3%,-2.0%,5.2%,0.4,-16.4%
CCCOc1ccc(C(=O)C(CN2CCOCC2)c2ccccc2)cc1 (stereo not given),9.1,15.3%,-8.4%,-0.3%,-4.8%,-9.5%,-3.9,-5.0%
Cc1cc(C)c(NC(=O)CSc2nc3ccc(NC(=O)CSc4nnnn4Cc4ccccc4)cc3s2)c(C)c1,/,?,-1.9%,14.6%,1.9%,-1.9%,-0.7,-29.9%
